# TAAR1 ag – human TAAR1 agonism; Q96RJ0; CHO RD-HGA16 TAAR1, Fluo-8 calcium fluorescence; vehicle wells 0%, saturating PEA agonist 100%; activation, % at 3 µM; 360,000 tested, 0.99% active;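 active means activation above the mean activation of all test compounds in the run plus 3 SD, cut at about 38% in these data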
# Target sequence (Q96RJ0 whole entry, looked up): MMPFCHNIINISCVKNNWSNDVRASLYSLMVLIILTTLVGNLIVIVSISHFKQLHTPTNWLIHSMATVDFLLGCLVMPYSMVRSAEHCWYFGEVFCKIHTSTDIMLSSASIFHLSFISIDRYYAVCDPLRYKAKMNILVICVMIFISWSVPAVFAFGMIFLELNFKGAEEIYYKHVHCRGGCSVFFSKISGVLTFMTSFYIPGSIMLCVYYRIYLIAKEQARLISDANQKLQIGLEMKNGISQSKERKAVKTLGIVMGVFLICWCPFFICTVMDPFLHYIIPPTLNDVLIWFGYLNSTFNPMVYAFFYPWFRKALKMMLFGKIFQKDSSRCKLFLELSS
#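 System: CHO-derived RD-HGA16 cells with stable Gα16 and human TAAR1 / Times: 17-24 h plating, Fluo-8 75 min 37 °C, 30 min RT / Technique: calcium-sensitive Fluo-8 signal, excitation 470-495, emission 515-575 nm / Measure: % activation relative to PEA EC100 response / Benchmarks: DMSO and PEA EC100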
# TAAR1 antag – antagonists of human TAAR1; Q96RJ0; 360,000 tested, 1.5% active; CHO RD-HGA16 TAAR1, Fluo-8 calcium fluorescence, antagonist; inhibition, % at 3 µM;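 active means inhibition above a per-plate cutoff, the mean inhibition of test compounds on that plate plus 3 SD, cut at about 49% in these data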;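 further: 0% = DMSO plus EC80 beta-PEA response and 100% = DMSO alone without agonist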
#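 Test system: CHO RD-HGA16 cells bearing hTAAR1 | Reagent: β-PEA, EC80 | Compound dosing: 3 µM, single point | Schedule: Dye loading 75 min at 37 °C, then 30 min room temperature | Signal: Calcium fluorescence with Fluo-8 | Evaluation: Percent inhibition of PEA-evoked calcium signal, max/basal emission ratio | Control set: DMSO-only wells and EC80 β-PEA-stimulated wells | Repeats: Singlicate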
# * marks the source's active call; other numbers are inactive results. Only part of the results is shown, so the mix of outcomes need not match the whole.
# Below each compound: TAAR1 ag	TAAR1 antag
> Cc1cnc(-c2nc3ccccc3n2C(C(=O)Nc2c(C)cccc2C)C2CC2)cn1 (stereo not given)
    2	-1
> CCCCCCCCN1C(=O)[C@H](CC(=O)NCC2CCCCC2)C[C@@]2(C(=O)OC)CC(C)(C)CC=C12
    0	-14
> COc1ccc(CN2C(=O)CN(S(C)(=O)=O)CC2(C)C(=O)Nc2c(C)cccc2C)cc1OC (stereo not given)
    1	-14
> Cn1cc(CCOCc2ccc(Br)cc2)c2ccccc21
    0	-12
> COc1ccccc1CCn1cnc(-c2cccc(Cl)c2)c1CC(C)C
    14	51*
> COC(=O)C1=C(C)N(Cc2ccccc2C(F)(F)F)C(=NCc2ccc(OC)cc2)NC1c1cccc(F)c1 (stereo not given)
    14	5
> COc1ccccc1CCn1cnc(-c2ccc(F)cc2)c1C(C)C
    5	19
> CCS(=O)(=O)N(C)C[C@@H]1OCc2ccccc2-c2c(n(C)c3ccccc23)C(=O)N([C@H](C)CO)C[C@@H]1C
    4	-25
> CCCCNC(=O)c1nc(-c2cnccn2)oc1-c1ccc(Cl)cc1
    2	-19
> COC(=O)[C@@]12C[C@@H](CC(=O)NCCc3ccccc3OC)C(=O)N(Cc3ccco3)C1=CCC(C)(C)C2
    6	3
> COC(=O)c1ccc2c(=O)n(CCCCCC(=O)NC3CCCCC3)c(=O)[nH]c2c1
    0	12
> O=S1(=O)CC(N2CCN(Cc3ccccc3F)CC2)CN1Cc1cn(Cc2ccc(F)cc2)nn1 (stereo not given)
    10	-21
> COCCCNC(=O)C[C@H]1C[C@@]2(C(=O)OC)C(=C[C@H](COCc3ccccc3)O[C@@H]2C)N(Cc2ccc3c(c2)OCO3)C1=O
    0	-19
> Nc1sc2c(c1C(=O)NCCc1ccccc1)CCCC2
    76*	64*
> COc1cccc(CNC(=O)[C@H]2CCCN2C(=O)[C@H]2CCCN2)c1
    3	-16
> O=C1OCCOC2CCCc3oc(C4=CCCCC4)c1c32 (stereo not given)
    -1	0
> Cc1ccc(CN2C(=O)CSCC2(C)C(=O)Nc2c(C)cccc2C)cc1 (stereo not given)
    -1	-10
> Oc1ccc2sc(-c3ccccc3O)c(-c3ccc(OCCN4CCCCC4)cc3)c2c1
    39*	53*
> COC(=O)C1=C(C)N(Cc2ccc(C(F)(F)F)cc2)C(=NCc2ccccc2C(F)(F)F)NC1c1ccccc1 (stereo not given)
    4	18
> CCCCNc1c(-c2cccc(OC)c2)nc2nc(C)cc(C)n12
    1	-21
> C[C@H](c1ccccc1)N1C[C@@H](COCc2ccccc2)Oc2cccc(N3CCCCC3)c2S1(=O)=O
    5	0
> Cc1cc(C)n2c(NC3CCCC3)c(-c3cccnc3)nc2n1
    2	-3
> O=C(Nc1ccc(Cl)cc1)OC[C@@H]1CSCCS(=O)(=O)N1
    10	22
> CO[C@H]1CN(C)C(=O)c2ccc(NC(=O)C3CCC3)cc2OC[C@H](C)N(Cc2ccc(F)cc2)C[C@@H]1C
    1	-23
> CC1(c2nnnn2-c2ccc3c(c2)OCCO3)CCC(=O)N1Cc1cccc(C(F)(F)F)c1 (stereo not given)
    4	-17
> COc1ccc2cc(C3CC=C(CO)CN3S(=O)(=O)c3ccccc3[N+](=O)[O-])n(C(=O)OC(C)(C)C)c2c1 (stereo not given)
    3	50*
> CCOC(=O)[C@]12CCCC=C1N(Cc1ccccc1)C(=O)[C@H](CC(=O)NCCCOC)C2
    0	-6
> CCOC(=O)[C@]12CCC=C1N(CCC1=CCCCC1)C(=O)[C@H](CC(=O)N1CCN(C(=O)C3CC3)CC1)C2
    0	-6
> Cc1ccc(S(=O)(=O)N2CCCc3nc(-c4ccccc4)ccc32)cc1
    -1	-17
> COCc1[nH]nc2c1C(c1ccc(C)cc1)NC2=O (stereo not given)
    1	-7

# Below each compound: TAAR1 ag	TAAR1 antag
> Brc1ccc(N2O[C@H]3C=C[C@@H]2C3)nc1
    2	-21
> CCOC(=O)[C@]12CCCC=C1N(Cc1ccc(Cl)cc1Cl)C(=O)[C@H](CC(=O)N1CCSCC1)C2
    2	-2
> COC(=O)c1ccc2nc(-c3ccc(F)cc3)c(CC3CCCCC3)n2c1
    -2	-12
> C[C@@H]1C=CCCO[C@]12C(=O)N(CC1CC1)c1ccccc12
    0	-35
> COCCN1Cc2cc(C(=O)OC)c3c(c2C1=O)c1cc(F)ccc1n3C(=O)c1ccccc1
    13	74*
> COC(=O)[C@]12C[C@H](CC(=O)NCc3cccc4ccccc34)C(=O)N(CCC3=CCCCC3)C1=C[C@H](C(C)(C)C)O[C@@H]2C
    0	-8
> C[C@@H]1COc2cc(N3CC[C@H](O)C3)ccc2S(=O)(=O)N1
    2	-1
> CCN(CC)CCCNC(=O)c1cc2cc(Cl)ccc2nc1N
    0	-7
> CC1(c2nnnn2Cc2ccccc2)CCC(=O)N1CCCN1CCOCC1 (stereo not given)
    2	6
> CC1=C(C(=O)N2CCCCCC2)CC(CC(=O)NCCCCc2ccccc2)C(=O)N1CCC1=CCCCC1 (stereo not given)
    0	14
> Cc1nccn1-c1ccc(NC(=O)[C@@H](Cc2ccccc2)NC(=O)[C@H]2O[C@@H](n3ccc(=O)[nH]c3=O)[C@H](O)[C@@H]2O)cc1
    1	-8
> CC(C)C[C@H]1CNC(=O)C(=O)N1C[C@@H]1CCCN1C[C@H](CC(C)C)N1C[C@H](Cc2ccc(O)cc2)N(CCc2ccccc2)C(=O)C1=O
    2	-10
> COC(=O)[C@]12CCCCC=C1N(Cc1ccco1)C(=O)[C@H](CC(=O)NCc1ccc(C)o1)C2
    3	11
> COC(=O)Cc1c([C@H](C)[C@@H](OC)c2ccccc2Br)nnn1Cc1ccccc1
    14	14
> CCNC(=O)OC[C@H]1O[C@H](C#Cc2ccc(C(C)(C)C)cc2)C=C[C@H]1O
    1	-2
> CCCCCCCCN1C(=O)[C@@H](CC(=O)NCc2cccs2)C[C@@]2(C(=O)OC)C1=C[C@H](C1CCCC1)O[C@@H]2C
    -1	-12
> N#Cc1cccc(C(=O)C(=O)N2CCC(c3ccccc3)CC2)c1
    0	-19
> CCCCNC(=O)C[C@@H]1C[C@@]2(C(=O)OC)CCCCC=C2N(Cc2ccccc2)C1=O
    4	15
> COC(=O)[C@@]12C[C@@H](CC(=O)N3CCCCC3)C(=O)N(Cc3ccc4c(c3)OCO4)C1=CCC(C)(C)C2
    2	-8
> CCNC(=O)OC[C@H]1O[C@H](C#Cc2ccc(C(C)(C)C)cc2)C=C[C@H]1OC(C)=O
    0	-10
> Cc1cccc(C)c1NC(=O)C(c1ccccc1)n1c(=O)c(-c2ccccc2)nc2ccccc21 (stereo not given)
    -1	-32
> O=C(NCC(F)(F)F)C1C(=O)Nc2ccccc2C(=O)N1C1CCCC1 (stereo not given)
    4	-7
> CC(C)[C@@H](C)/C=C/[C@@H](C)[C@H]1CC[C@@H]2[C@]1(C)CCC1[C@]23C=C[C@]2(C[C@@H](O)CC[C@]12C)N(C(=O)Cc1ccccc1)O3 (stereo not given in full)
    0	0
> CC(=O)C1=C(C)N(Cc2ccc(Cl)cc2)C(=S)NC1c1ccc(F)cc1 (stereo not given)
    0	28
> CCc1c(-c2cccc(F)c2)ncn1CCc1ccccc1OC
    6	-20
> CC(C)(C)N1C(=O)c2ccccc2NC(=O)C1C(=O)NCc1ccco1 (stereo not given)
    1	0
> Nc1ccn([C@@H]2O[C@H](C(=O)N3CCN(C(=O)C(F)(F)F)CC3)[C@@H](O)[C@H]2O)c(=O)n1
    1	-19
> CCCn1cnnc1CNC(=O)[C@H]1O[C@@H](n2ccc(N)nc2=O)[C@H](O)[C@@H]1O
    2	4
> O=C1NC[C@H](CCCCN2C[C@H](Cc3ccccc3)N(CCc3ccccc3)C(=O)C2=O)N(CCC2CCCCC2)C1=O
    7	-28
> Cc1cccc(C)c1NC(=O)C(c1ccccc1F)n1c(=O)c(-c2ccccc2)nc2ccccc21 (stereo not given)
    -1	-35

# Quoted at random: five entries already listed, in no set order.
# Below each compound: TAAR1 ag	TAAR1 antag
> CC(C)[C@@H](C)/C=C/[C@@H](C)[C@H]1CC[C@@H]2[C@]1(C)CCC1[C@]23C=C[C@]2(C[C@@H](O)CC[C@]12C)N(C(=O)Cc1ccccc1)O3 (stereo not given in full)
    0	0
> COC(=O)[C@@]12C[C@@H](CC(=O)N3CCCCC3)C(=O)N(Cc3ccc4c(c3)OCO4)C1=CCC(C)(C)C2
    2	-8
> CCCCNC(=O)C[C@@H]1C[C@@]2(C(=O)OC)CCCCC=C2N(Cc2ccccc2)C1=O
    4	15
> Cc1cccc(C)c1NC(=O)C(c1ccccc1F)n1c(=O)c(-c2ccccc2)nc2ccccc21 (stereo not given)
    -1	-35
> COCCN1Cc2cc(C(=O)OC)c3c(c2C1=O)c1cc(F)ccc1n3C(=O)c1ccccc1
    13	74*

# Following part:
# Below each compound: TAAR1 ag	TAAR1 antag
> CCOC(=O)[C@]12CCC=C1N(Cc1ccccc1)C(=O)[C@H](CC(=O)N1CCN(C(=O)c3ccco3)CC1)C2
    2	-12
> CCc1c(-c2ccccc2F)ncn1Cc1cccc(-c2ccccc2)c1
    6	41
> O=C1NC[C@H](Cc2ccc(O)cc2)N(C[C@@H]2CCCN2C[C@H](Cc2ccc(O)cc2)N2C[C@H](Cc3ccccc3)N(CC3CCCCCC3)C(=O)C2=O)C1=O
    1	0
> CCOC(=O)[C@]12CCC=C1N(Cc1ccc(Cl)cc1Cl)C(=O)[C@H](CC(=O)NCc1ccccc1)C2
    1	2
> O=C1NC[C@H](CC2CCCCC2)N(CCc2cccc3ccccc23)C1=O
    2	-40
> COc1ccccc1Cc1c(C2CCCCC2)nc2c(C)cc(Br)cn12
    -1	-3
> COC(=O)[C@]12C[C@H](CC(=O)NCC34CC5CC(CC(C5)C3)C4)C(=O)N(Cc3ccccc3)C1=C[C@H](C(C)(C)C)O[C@@H]2C
    0	-38
> COc1cccc(-c2oc3c(c2-c2ccc(Br)nc2)C(O)CCC3)c1 (stereo not given)
    6	0
> COC(=O)[C@@]12C[C@@H](CC(=O)N3CCSCC3)C(=O)N(CCc3ccc(OC)c(OC)c3)C1=CCC(C)(C)C2
    2	-9
> O=C(NN=Cc1ccccc1Cl)C(=O)Nc1cccc(C(F)(F)F)c1
    0	7
> CC1(C)OC(=O)C2=C(C[C@@H](C3CCCC3)O[C@H]2CCc2cccc(Cl)c2)O1
    1	-8
> O=C1NC[C@H](CCCCN2CCN(CC3CCCCC3)C(=O)C2=O)N(CC2CCCCC2)C1=O
    -1	9
> COC(=O)C1=C(C)N(C)C(=NCc2ccc(OC)cc2)NC1c1ccc(F)cc1 (stereo not given)
    0	2
> Cc1cccc(C)c1NC(=O)C1(C)CSCC(=O)N1CCc1ccccc1F (stereo not given)
    3	4
> Cc1ccc(C)c([N+](=O)[O-])c1
    1	-8
> C=CCO[C@H]1CN(C(=O)OC)[C@@H]2C[C@H]1Oc1ccccc12
    2	-4
> CCOC(=O)c1c(N)c(C#N)nn1-c1ccccc1C(=O)OC
    1	6
> COC(=O)c1cc2c(c3c4ccccc4n(S(=O)(=O)c4ccc(C)cc4)c13)C(=O)N(C)C2
    -2	-16
> CCCCNC(=O)c1c(N)[nH]c(C(=O)c2ccccc2)c1-c1ccccn1
    1	1
> CCCCCCCCN1C(=O)[C@H](CC(=O)NCCCOC)C[C@@]2(C(=O)OC)CCCCC=C12
    1	6
> CCCCC1O[C@@H](C)[C@@H]2CN3CCc4c([nH]c5ccccc45)[C@@H]3C[C@@H]2N1C (stereo not given in full)
    2	-23
> OC(c1ccccc1)(c1ccccc1)C1CCN(CCCOc2ccc(-c3cccnc3)cc2)CC1
    53*	37
> CCCCC[C@@H]1CCCCC[C@@H](O)C[C@H](O)[C@H](O)/C=C/C(=O)O1
    1	-21
> O=c1ccn2c(n1)OC1CC2OC1COC(c1ccccc1)(c1ccccc1)c1ccccc1 (stereo not given)
    2	-25
> COC[C@@H]1CCCN1c1ccc2c(c1)O[C@@H](COCc1ccccc1)CN([C@@H](C)c1ccccc1)S2(=O)=O
    0	-25
> COc1cccc(Cn2c(C(C)n3c(C)nc4ccccc43)nc3ccccc32)c1 (stereo not given)
    1	16
> CCCCC[C@H](C)N1C[C@@H](COCc2ccccc2)Oc2cc(N3CC[C@H](N(C)C)C3)ccc2S1(=O)=O
    29	0

# In the list so far, 9 contain a Cl atom:
# Below each compound: TAAR1 ag	TAAR1 antag
> COc1ccccc1CCn1cnc(-c2cccc(Cl)c2)c1CC(C)C
    14	51*
> CCCCNC(=O)c1nc(-c2cnccn2)oc1-c1ccc(Cl)cc1
    2	-19
> O=C(Nc1ccc(Cl)cc1)OC[C@@H]1CSCCS(=O)(=O)N1
    10	22
> CCOC(=O)[C@]12CCCC=C1N(Cc1ccc(Cl)cc1Cl)C(=O)[C@H](CC(=O)N1CCSCC1)C2
    2	-2
> CCN(CC)CCCNC(=O)c1cc2cc(Cl)ccc2nc1N
    0	-7
> CC(=O)C1=C(C)N(Cc2ccc(Cl)cc2)C(=S)NC1c1ccc(F)cc1 (stereo not given)
    0	28
> CCOC(=O)[C@]12CCC=C1N(Cc1ccc(Cl)cc1Cl)C(=O)[C@H](CC(=O)NCc1ccccc1)C2
    1	2
> O=C(NN=Cc1ccccc1Cl)C(=O)Nc1cccc(C(F)(F)F)c1
    0	7
> CC1(C)OC(=O)C2=C(C[C@@H](C3CCCC3)O[C@H]2CCc2cccc(Cl)c2)O1
    1	-8
